Screening data (PubChem BioAssay)
OPRM1-OPRD1 ag: agonists of human mu-delta opioid receptor heterodimerization; P35372+P41143; cells, OPRM1-OPRD1 heterodimerization, luminescence; activation, % at 9.3 µM; 0.3% of 340,000 active; in the data active means activation above about 18%;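 further: 0% = vehicle-treated cells and 100% = reference agonist; values of inactives mirror those of a sister screen read the other way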
MOR-DOR inv ag: mu-delta opioid heterodimer inverse agonism; P35372+P41143; cell-based MOR-DOR heterodimer luminescence; inhibition, % at 9.3 µM; 0.21% of 340,000 active; in the data active means inhibition above about 22%, passing the limit was not always enough;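 further: 0% = cells with DMSO and 100% = wells without cells with DMSO; values of inactives mirror those of a sister screen read the other way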
HTR5A ag ctr: activates human HTR5A in OPRM1-OPRD1 agonist counter-screen. P47898. activation, % at 9.3 µM. 0.61% of 340,000 active. AID 504692. HTR5A agonist assay, luminescence, cell-based; in the data active means activation mostly above about 9.5%, no sharp cut-off; inactive means mostly below about 7.6%;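 further: 0% = cells with vehicle only and 100% = reference agonist; strong numbers were not always called active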
Target sequence (P47898 whole entry, looked up): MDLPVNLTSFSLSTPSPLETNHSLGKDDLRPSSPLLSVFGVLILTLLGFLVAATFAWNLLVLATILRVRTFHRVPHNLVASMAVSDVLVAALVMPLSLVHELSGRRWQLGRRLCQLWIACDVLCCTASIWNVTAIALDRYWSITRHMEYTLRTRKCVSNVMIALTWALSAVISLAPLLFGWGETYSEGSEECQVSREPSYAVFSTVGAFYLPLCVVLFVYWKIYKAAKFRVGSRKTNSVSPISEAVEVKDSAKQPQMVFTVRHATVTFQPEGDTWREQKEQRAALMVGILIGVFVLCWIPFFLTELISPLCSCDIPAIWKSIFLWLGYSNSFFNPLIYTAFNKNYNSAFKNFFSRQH
Mot1-301 SUMO: inhibitors of SUMOylation pathway: yeast Mot1-301 growth rescue; S. cerevisiae Mot1-301 growth rescue, ATP luminescence, 38.5C; percent above DMSO median, 100 means doubled; growth rescue, % at 18.8 µM; 1% of 320,000 active;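 active means every valid replicate shows activation above 250% relative to neutral control wells; inactive means the rest, any valid replicate at or below 250%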;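 further: OY570 slx delta 5 strain wells were the positive control but not used for scaling; some compounds called inactive have numbers as strong as hits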
PKA-R1A act: PKA-R1A complex activation | P00514+P68181 | PKA-R1A dissociation, Cy5-IP20 fluorescence polarization; scaled: DMSO 0%, 113 µM cGMP 100% | activation, % at 11.4 µM | 0.083% of 340,000 active | AID 504707;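 active means percent activation above the mean of all tested compounds plus 3 SD, cut at about 19% in these data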;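 further: higher means more PKAc released from R1A so a rise in polarization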
PfHsp90 set2: growth inhibition of yeast expressing Plasmodium Hsp90. 0.32% of 310,000 active. inhibition, % at 9.4 µM. S. cerevisiae expressing PfHsp90, BacTiter-Glo ATP, 48 h; yeast lacking PDR1 and PDR3 efflux regulators;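 active means every replicate shows inhibition above about 80%, whatever the replicate mean, limit read from the data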;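 further: 0% = DMSO neutral controls and 100% = 20 µM radicicol positive controls; yeast relying on Plasmodium falciparum Hsp90 in place of its own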
phage Ecoli inh: E. coli growth loss with phage present. growth absorbance. inhibition, % at 11.9 µM. 0.26% of 360,000 active; in the data active means inhibition above about 11%
HTR5A inv ctr: inverse agonist of human HTR5A in OPRM1-OPRD1 counter-screen; P47898; HTR5A cell line, luminescence, inverse agonism; inhibition, % at 9.3 µM; 0.083% of 340,000 active; AID 504634; in the data active means inhibition mostly above about 23%, no sharp cut-off; inactive means mostly below about 18%;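 further: 0% = cells with DMSO and 100% = no-cell wells with DMSO; some compounds called inactive have numbers as strong as hits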
AddAB inh: less growth of phage-infected E. coli with AddAB; inhibition, % at 11.9 µM; 0.29% of 330,000 active; E. coli expressing H. pylori AddAB, absorbance growth; in the data active means inhibition above about 12%;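 further: 0% = vehicle wells of infected cells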
DSG3 Ab inh: blocks pemphigus antibody binding to human desmoglein-3; DSG3-coupled beads, scFv-anti-DSG3-GFP binding, flow cytometry; hits give low values; binding (percent of control), % at 10 µM; 0.48% of 310,000 active; P32926;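 active means binding more than 3 SD below its plate's average and above zero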;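 further: hits lower antibody fragment binding to DSG3; some compounds called inactive have numbers as strong as hits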
Ecoli viability: reduces bacterial viability in AddAB counter-screen; 0.27% of 330,000 active; E. coli V3065 growth, OD600 absorbance, 18 h; inhibition, % at 11.9 µM; AID 449728;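 active means inhibition above the campaign's mean inhibition across all tested compounds plus 3 SD, cut at about 9.9% in these data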;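 further: uninfected addAB+ strain grown without phage in ampicillin broth; 0% = DMSO wells and 100% = ciprofloxacin 0.95 µg/ml wells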
Active calls of the source: *; . = not tested or not shown. Not a hit list, and some 3.2% of all compounds hit somewhere here.

SMILES	OPRM1-OPRD1 ag	MOR-DOR inv ag	HTR5A ag ctr	Mot1-301 SUMO	PKA-R1A act	PfHsp90 set2	phage Ecoli inh	HTR5A inv ctr	AddAB inh	DSG3 Ab inh	Ecoli viability
COc1cccc(C2=NOC(C(=O)Nc3cc(OC)c(OC)c(OC)c3)C2)c1 (stereo not given)	-1.0	5.5	-3.8	-2.8	-0.3	.	0.2	-24.2	0.7	124.0	0.9
COc1ccc(-n2c(SCC(C)=O)nc3sc(C)c(C)c3c2=O)cc1	-0.5	2.3	-2.7	-18.4	-10.2	23.3	-0.2	-7.4	-1.0	111.4	-2.2
COc1ccc(NC(=O)c2c(F)cccc2Cl)cc1S(=O)(=O)N1CCOCC1	-2.2	11.7	0.3	4.7	-1.4	.	2.9	-1.1	0.2	95.0	1.6
COc1cccc2[nH]c3c(N4CCC(C)CC4)ncnc3c12	1.9	-10.3	4.5	4.8	-6.0	-13.6	5.4	-4.0	-0.2	103.3	-2.5
CCN(CC)CCCC(C)Nc1nccc2cccc(Cl)c12 (stereo not given)	-1.4	6.9	1.5	.	-2.5	-6.8	1.9	-5.9	.	93.2	.
O=C(/C=C/c1cccc(F)c1)Nc1ccc(S(=O)(=O)N2CCOCC2)cc1	3.2	-16.8	4.0	-2.4	2.0	-6.2	1.8	-16.5	3.7	126.4	1.9
CCN(C(=O)COc1cc(=O)n(C)c2ccccc12)c1cccc(Cl)c1	-5.0	21.9	0.8	11.3	-17.0	-5.0	1.5	-2.1	0.6	100.1	-0.9
Cc1ccc2nc(SCC(=O)NCc3ccc(F)cc3)nc(=O)n2c1	-1.4	8.8	-1.5	-7.3	2.0	.	1.8	4.1	1.9	105.2	-4.0
CCOc1ncnc2c1sc1nc3c(cc12)COC(C)(C)C3	-2.4	12.6	5.4	.	9.0	6.7	3.3	-4.7	.	107.6	.
O=C(Nc1cccc(F)c1)C1CCN(C(=O)c2ccco2)CC1	-1.7	10.9	2.8	532.4	-5.0	-10.6	2.0	-6.1	3.2	98.0	-0.3
CC(=O)N1CCOc2cc(S(=O)(=O)N3CCN(c4ccccc4)CC3)c(Cl)cc21	2.4	-14.1	3.0	-5.0	-2.0	29.4	3.9	-9.1	-2.7	102.3	0.2
N#Cc1c(C#N)c(-c2ccccc2)n(-c2ccc(C(=O)O)cc2)c1N	0.0	-0.1	-2.7	5.7	10.0	12.5	0.1	-14.6	0.8	105.4	3.1
COc1ccc2[nH]cc(C=O)c2c1	-0.8	4.6	0.9	-4.6	6.4	.	0.4	-2.3	3.1	.	0.9
COCCCNC(=O)c1c[nH]c2ccc(S(=O)(=O)N(C)c3ccccc3C)cc2c1=O	-3.8	19.6	-6.4	-7.8	-11.5	-9.2	2.1	23.3	-2.2	94.0	-0.2
Cc1noc(C)c1C(=O)Nc1ccc(S(=O)(=O)N2CCC(C)CC2)cc1	-0.7	2.9	5.7	0.9	-1.2	26.3	2.6	-15.9	1.6	.	0.7
COc1ccc(C(CNC(=O)c2ccccc2SC)N(C)C)cc1 (stereo not given)	11.7	-55.4	0.6	-10.2	-18.1	.	0.8	-1.6	-0.7	111.0	0.5
COC(=O)c1c(NC(=O)c2ccc(C)o2)sc2c1CCCCC2	-0.9	5.5	2.9	.	0.9	.	2.8	-29.4	.	98.2	.
COc1ccc(C(=O)Oc2ccc(-c3nnco3)cc2)cc1S(=O)(=O)N1CCOCC1	-1.3	6.6	-2.8	-7.5	7.7	-14.0	3.0	7.6	0.0	109.7	-2.6
Cc1cc(=O)oc(C)c1C(=O)N1CCCc2ccccc21	-2.3	13.0	3.7	-8.3	-10.6	13.7	1.6	10.4	-0.2	89.6	-2.2
CCOc1ccc(/C=C/C(=O)NCCc2ccc(OC)c(OC)c2)cc1	-0.3	1.5	0.6	5.1	1.5	10.3	2.1	-2.1	1.6	105.8	-0.9

An excerpt from above in order of length of the SMILES, ascending.
SMILES	OPRM1-OPRD1 ag	MOR-DOR inv ag	HTR5A ag ctr	Mot1-301 SUMO	PKA-R1A act	PfHsp90 set2	phage Ecoli inh	HTR5A inv ctr	AddAB inh	DSG3 Ab inh	Ecoli viability
COc1ccc(C(CNC(=O)c2ccccc2SC)N(C)C)cc1 (stereo not given)	11.7	-55.4	0.6	-10.2	-18.1	.	0.8	-1.6	-0.7	111.0	0.5
COC(=O)c1c(NC(=O)c2ccc(C)o2)sc2c1CCCCC2	-0.9	5.5	2.9	.	0.9	.	2.8	-29.4	.	98.2	.
CCOc1ccc(/C=C/C(=O)NCCc2ccc(OC)c(OC)c2)cc1	-0.3	1.5	0.6	5.1	1.5	10.3	2.1	-2.1	1.6	105.8	-0.9
CC(=O)N1CCOc2cc(S(=O)(=O)N3CCN(c4ccccc4)CC3)c(Cl)cc21	2.4	-14.1	3.0	-5.0	-2.0	29.4	3.9	-9.1	-2.7	102.3	0.2

(continued)
SMILES	OPRM1-OPRD1 ag	MOR-DOR inv ag	HTR5A ag ctr	Mot1-301 SUMO	PKA-R1A act	PfHsp90 set2	phage Ecoli inh	HTR5A inv ctr	AddAB inh	DSG3 Ab inh	Ecoli viability
Cc1cccc(NC(=O)/C(C#N)=C\c2cccnc2)c1	-2.1	11.7	1.3	415.0	-6.8	-7.0	1.0	-2.9	0.8	101.1	-1.6
Cc1ccc(S(=O)(=O)/C(C#N)=C/c2c(N3CCOCC3)nc3c(C)cccn3c2=O)cc1	.	.	.	-16.2	.	.	-1.0	.	1.4	106.2	0.8
Cc1cc(Cl)ccc1NC(=S)NCC(C)C	-1.9	9.7	0.5	92.7	-9.1	1.9	3.5	0.1	3.3	103.4	0.3
Cc1ccc(OCCC(=O)Nc2ccccc2C(=O)N2CCCCC2)cc1	-1.1	7.0	-0.7	11.7	-7.5	.	1.6	7.6	-0.2	100.1	-0.9
COCCCNC(=O)CC(NS(=O)(=O)c1ccc(C)cc1)c1ccco1 (stereo not given)	-2.5	10.3	0.9	-2.7	7.8	6.5	1.8	-2.2	3.6	.	-0.7
CCOC(=O)C1=C(COC(=O)COc2cc(C)ccc2C)NC(=O)NC1C (stereo not given)	-3.0	14.6	3.0	-8.8	6.4	4.9	4.1	-3.3	-0.8	91.9	-0.5
CC1CCC(NC(=O)c2cc3c(=O)n(C)c4ccccc4c3n2C)CC1 (stereo not given)	-0.3	1.7	1.4	8.5	-0.6	.	1.8	-4.0	3.6	103.1	1.9
Cc1ccc(S(=O)(=O)N(C)C)cc1NC(=O)c1cc(C(C)(C)C)nn1Cc1ccccc1	-0.4	2.2	2.0	17.0	-14.1	-19.3	1.9	-10.1	-0.4	115.5	-3.5
Cc1ccnc(NS(=O)(=O)c2ccc(NC(=O)c3ccc(N4C(=O)CCC4=O)cc3)cc2)n1	1.1	-4.9	8.3	-5.4	-4.1	4.8	-0.6	-2.5	2.3	104.7	-0.6
COc1ccc(C(C)=O)cc1CSc1nnnn1-c1ccc(O)cc1	-0.6	2.9	-3.1	4.0	-7.0	-5.0	2.6	14.0	0.6	102.2	-3.3
CC(NC(=O)CSc1ccccc1)c1ccccc1 (stereo not given)	-2.5	11.4	-0.3	961.3	1.6	14.2	2.5	1.2	.	88.6	.
Cc1nc2ncnn2c(C)c1CCC(=O)NCc1ccc2c(c1)OCO2	-1.9	9.4	-1.2	47.7	-4.4	1.5	2.2	3.8	0.7	.	2.5
COc1cccc(C(C(=O)NC(C)(C)C)N(CCc2ccccc2)C(=O)CCC(=O)Nc2cc(C)on2)c1OC (stereo not given)	-1.5	8.2	-1.0	0.3	9.8	29.5	4.6	2.9	1.5	106.2	-1.9
CCOc1ccc(-n2c(C)nc3cc(C(=O)NCC4CCCO4)ccc32)cc1 (stereo not given)	-1.4	7.0	1.6	32.3	-2.8	-3.8	2.1	21.1	4.7	98.7	-1.4
O=C(/C=C\Nc1ccc(Cl)cn1)c1ccc(Br)cc1	-0.5	2.8	-0.8	-3.4	1.2	4.4	2.5	2.3	-1.6	104.4	1.9
CCN1CCN(C(=O)C(C)Sc2nc3nc(C)cc(C)n3n2)CC1 (stereo not given)	-2.1	10.9	3.0	-2.9	-0.5	13.8	3.2	-12.1	-0.8	115.0	1.9
Cc1cc(OCc2cc(C(=O)N(C)CCOc3ccccc3)no2)cc(C)c1Cl	2.9	-14.8	1.6	-2.6	0.2	-26.3	0.9	-3.8	3.6	106.9	-1.1
Cc1cccc(C(C)C)c1NC(=O)COC(=O)CNS(=O)(=O)c1ccccc1	-2.4	12.4	-3.6	10.6	-0.2	8.4	1.8	9.7	-1.5	100.5	-1.9
CCn1c(SCC(=O)NC(C)C)nnc1-c1cccs1	-1.6	9.5	1.5	6.1	-12.6	-18.2	3.1	-20.6	1.7	108.8	1.2
NC(=O)C1(S(=O)(=O)c2ccccc2)CCCCC1	-2.9	13.2	2.4	10.9	4.6	-10.7	1.5	-4.6	4.5	113.0	-0.6
CCN(C(=O)Cn1cnc2ccccc2c1=O)C1CCS(=O)(=O)C1 (stereo not given)	-1.0	6.6	6.1	-22.1	3.5	.	7.8	-16.8	4.5	106.7	-0.9
Cc1ccc(SCC(=O)OCC(=O)NCCNC(=O)COC(=O)CSc2ccc(C)c(C)c2)cc1C	3.3	-21.8	-2.2	127.9	-13.6	-4.3	2.0	-9.1	2.2	99.7	1.7
COc1ccccc1/C=C/C=N/n1c(-c2ccc(F)cc2)n[nH]c1=S	.	.	.	-1.6	.	.	2.1	.	0.9	102.1	-0.7
CCN(CC(=O)NC(=O)NCc1ccccc1)Cc1nc2ccccc2c(=O)[nH]1	-1.9	9.7	1.6	80.9	3.3	33.4	3.2	19.5	-0.3	99.0	-0.4
Cc1ccc(-n2cc(CN3CCN(Cc4nccn4C)CC3)c(-c3cccc(C)c3)n2)cc1	5.8	-28.7	3.0	2.2	-7.1	1.6	2.0	-39.0	-1.8	.	-4.2
Cc1cc(C)cc(NC(=S)NCc2ccc(F)cc2)c1	-0.9	4.5	5.2	-14.8	3.9	-3.9	4.5	-13.5	1.9	101.8	1.1
CCc1ccc(N2CC(C(=O)NC3CCCCC3C)CC2=O)cc1 (stereo not given)	-1.8	9.4	3.6	249.3	1.8	27.1	2.4	-9.6	2.8	104.1	3.3
COc1ccc2nc(NC(=O)C3CCN(C(=O)c4ccc(F)cc4)CC3)sc2c1	-4.5	23.0	2.5	-4.6	4.4	-0.2	-0.9	-6.0	0.6	103.4	1.3
COc1cc(NC(=S)N(C)C)c(OC)cc1Cl	.	.	.	79.4	.	19.8	1.2	.	3.8	96.7	3.0
CC(C)CSc1nc(N2CCOCC2)c2c(c1C#N)CC(C)(C)SC2	0.5	-2.1	6.5	5.1	-2.5	-7.6	3.1	3.5	1.4	103.0	0.0
COc1ccc(C[C@H](N)C(=O)N[C@H]2[C@@H](O)[C@H](n3cnc4c(N(C)C)ncnc43)O[C@@H]2CO)cc1	-0.7	3.9	-1.2	5.1	-1.8	-14.2	2.9	-0.2	0.2	106.3	-4.8
CCOc1ccc(N2C(=O)C(Cl)=C(Nc3ccccc3O)C2=O)cc1	1.4	-8.3	7.7	10.9	2.3	4.4	-1.5	2.9	1.3	121.5	-3.6
CN(CC(=O)Nc1cccc(F)c1)C(=O)CCSc1ccc(F)cc1	-0.7	4.4	2.5	26.4	1.6	3.3	1.9	18.0	1.2	107.1	-0.4
